Screens (PubChem BioAssay)
GLS inhibitor: inhibitors of human glutaminase (GLS) | hit rate 0.21% among 410,000 | Potency, µM (highest dose often 45.5 µM), for the others: at the top dose activity change, negative = inhibition, actives largely listed as inhibitors | GLS enzymatic activity, qHTS titration; also: % is scaled to controls: 0 for no effect and ±100 for the full control effect
Target sequence (O94925 whole entry, looked up): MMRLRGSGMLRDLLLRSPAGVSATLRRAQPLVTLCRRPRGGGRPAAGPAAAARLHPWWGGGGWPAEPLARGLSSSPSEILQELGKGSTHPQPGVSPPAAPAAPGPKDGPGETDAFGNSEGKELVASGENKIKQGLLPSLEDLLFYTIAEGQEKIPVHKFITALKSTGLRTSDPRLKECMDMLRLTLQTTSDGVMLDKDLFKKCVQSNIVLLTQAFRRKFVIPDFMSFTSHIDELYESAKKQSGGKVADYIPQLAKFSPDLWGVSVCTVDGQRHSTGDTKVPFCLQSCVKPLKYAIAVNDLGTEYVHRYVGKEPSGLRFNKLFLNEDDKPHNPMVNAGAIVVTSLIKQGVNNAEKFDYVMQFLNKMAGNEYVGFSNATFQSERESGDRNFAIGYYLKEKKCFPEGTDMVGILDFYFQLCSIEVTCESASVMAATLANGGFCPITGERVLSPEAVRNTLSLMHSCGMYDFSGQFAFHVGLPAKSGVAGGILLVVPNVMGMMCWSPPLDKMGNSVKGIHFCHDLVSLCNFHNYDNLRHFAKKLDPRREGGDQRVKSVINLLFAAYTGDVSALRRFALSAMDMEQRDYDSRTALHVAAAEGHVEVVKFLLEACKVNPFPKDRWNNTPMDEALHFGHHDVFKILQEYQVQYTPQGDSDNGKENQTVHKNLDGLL
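hKGA; 45 mM KH2PO4 pH 8.2 + 0.02% Tween-20; cpd via pin tool; 1 mM Gln soln; GluOx/HRP/Amplex Red; RT 30 min; fluor. t0 & final.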
HP1b chromo inh: blocks HP1-beta chromodomain binding to methylated histone tails | hit rate 0.56% among 390,000 | Potency, µM (top dose mostly 114 µM), without a hit: top-dose activity change, negative = inhibition, most hits filed as inhibitors | AID 540317 | AlphaScreen HP1-beta / biotin-H3K9me3 peptide binding; also: nearly all actives have a fitted effect of over 70% in size; inactives centre near 23
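AlphaScreen: HP1-beta (50 nM) preformed 30 min with biotin-H3(1-18)K9me3 peptide (50 nM) in PBS pH 7.4, 0.01% Tween-20. Compound added for 30 min at RT, then streptavidin donor/nickel chelate acceptor beads (10 ug/mL) for 30 min.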
JMJD2A Tudor inh: inhibitors of human JMJD2A Tudor domain. Potency, µM (titrated, usually from 114 µM), for inactives: at the highest dose activity change, negative = inhibition, most hits filed as inhibitors. O75164. hit rate 4.4% among 390,000. AlphaScreen JMJD2A-Tudor / H3K4me3 peptide binding; also: % is scaled to controls: 0 for no effect and ±100 for the full control effect; nearly all actives have a fitted effect of over 50% in size
BLM inh: blocks DNA unwinding by human BLM helicase; hit rate 0.2% among 350,000; AID 2528; Potency, µM (top dose mostly 56.1 µM), for inactives: top-dose activity change, negative = inhibition, most hits filed as inhibitors; recombinant BLM DNA unwinding, fluorescence dequenching; P54132;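 also: plate controls were vehicle for no effect and no enzyme for full effect; nearly all actives have a fitted effect of over 35% in size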
Pol iota inh: blocks human DNA polymerase iota activity | Q9UNA4 | Pol iota fluorescent replication assay, 10 min | Potency, µM (top dose mostly 115 µM), inactives show top-dose activity, negative = inhibition, hits mostly inhibitors | hit rate 1% among 390,000 | AID 588590
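Fluorescent replication assay read twice, at 0 min and 10 min after adding 50 nM (final) substrate. Enzyme (10 nM) and compounds were first incubated 15 min at room temperature; enzyme-free buffer wells were negative controls.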
G9a inh: G9a (human) methyltransferase inhibition. Q96KQ7. G9a H3K9 monomethylation, AlphaScreen, 2 h. Potency, µM (series often up to 102 µM), inactives show at the top dose activity, negative = inhibition, usual class: inhibitors. hit rate 8.8% among 350,000. AID 504332; also: % is scaled to controls: 0 for no effect and ±100 for the full control effect; nearly all actives have a fitted effect of over 75% in size
Target sequence (Q96KQ7 913-1193 limits assumed): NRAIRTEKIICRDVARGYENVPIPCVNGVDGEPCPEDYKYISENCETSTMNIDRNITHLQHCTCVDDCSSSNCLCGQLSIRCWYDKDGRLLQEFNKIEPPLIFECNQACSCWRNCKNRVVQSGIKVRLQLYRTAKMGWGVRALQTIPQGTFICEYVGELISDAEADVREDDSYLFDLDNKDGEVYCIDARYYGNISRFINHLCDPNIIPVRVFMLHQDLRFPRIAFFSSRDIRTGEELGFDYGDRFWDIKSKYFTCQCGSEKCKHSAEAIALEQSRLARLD
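AlphaScreen read-out: biotin-H3K9 peptide (500 nM) methylation by 20 nM enzyme with 20 uM SAM, 2 h at room temperature after 15 min compound preincubation; anti-monomethyl H3K9 antibody plus donor/acceptor beads, 10 min dark.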
PGK inhibitor: inhibitors of T. brucei phosphoglycerate kinase; P07378; PGK/GAPDH coupled, Kinase-Glo luminescence, 60 min; Potency, µM (titrated, usually from 57.5 µM), for the others: top-dose activity change, negative = inhibition, most hits filed as inhibitors; hit rate 0.043% among 380,000; also: % is scaled to controls: 0 for no effect and ±100 for the full control effect; nearly all actives have a fitted effect of over 60% in size
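Recombinant glycosomal PGK reaction used 1,3-bisphosphoglycerate generated in-well by GAPDH (100nM final) in 100mM TEA pH 7.6, 5mM MgCl2, 0.01% Tween-20. After 60 minutes at room temperature, ATP was read by Kinase-Glo Plus luminescence end-point.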
Pin1 inh: blocks the human prolyl isomerase Pin1; Potency, µM (doses to about 115 µM), without a hit: at the top dose activity, negative = inhibition, hits mostly inhibitors; hit rate 0.009% among 390,000; Pin1 FP peptide displacement, HiFluor488, 10 min; Q13526; active = well fitted inhibition curve with a large enough effect in the polarisation, with a control signal flat, not every such curve was filed as active; inconclusive = small, poorly fitted or top-dose-only effect, or effect the other way, or a change in a side signal; inactive = no such curve, though single readings can be large or run the other way; the % refers to the polarisation; also: % is scaled to controls: 0 for no effect and ±100 for the full control effect
Target sequence (Q13526 whole entry, looked up): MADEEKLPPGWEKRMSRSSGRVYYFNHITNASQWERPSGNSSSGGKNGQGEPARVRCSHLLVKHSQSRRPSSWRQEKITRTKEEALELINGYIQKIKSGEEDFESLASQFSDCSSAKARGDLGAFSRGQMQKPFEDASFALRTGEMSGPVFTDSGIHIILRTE
BAZ2B inh: blocks human BAZ2B | Q9UIF8 | AlphaScreen BAZ2B-H3K14Ac peptide displacement | Potency, µM (highest dose often 114 µM), without a hit: top-dose activity change, negative = inhibition, usual class: inhibitors | hit rate 4.4% among 360,000 | AID 504333; also: % is scaled to controls: 0 for no effect and ±100 for the full control effect; nearly all actives have a fitted effect of over 60% in size
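In this displacement format the biotinylated H3(5-23) peptide acetylated at Lys14 serves as ligand at 50 nM, with BAZ2B at 50 nM in PBS pH 7.4 containing 0.01% Tween-20. Donor and acceptor beads are 10 ug/mL final.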
* = called active by the depositor; i = inactive; u = inconclusive; x = not tested or not shown; & = joins results of further samples; [ ] = another dose, or the depositor's remark. Unless noted, calls follow the shape of the dose curve; as a rule, active = well fitted curve in the direction sought with a large enough effect; inconclusive = small, poorly fitted or top-dose-only effect, or another doubt; inactive = no such curve, though single readings can be large; an effect the other way counts as inactive or inconclusive. Potency is read from the fitted curve at half-maximal effect. A portion of the library (hit frequency here may not be typical).

The opening two records as a preview:
Results follow in this order: GLS inhibitor, HP1b chromo inh, JMJD2A Tudor inh, BLM inh, Pol iota inh, G9a inh, PGK inhibitor, Pin1 inh, BAZ2B inh
CCOC(=O)C1CCN(S(=O)(=O)c2ccc3[nH]c(=O)ccc3c2)CC1
 : -2%, 30%, -6%, -1%, 32%[activator], 26%, -4%, 0%, -3%
Cn1nnnc1NCc1ccccc1F
 : -15%, 19%, -6%, -8%, 26%, x, -14%, 2%, 0%

Results, previewed entries included:
Results follow in this order: GLS inhibitor, HP1b chromo inh, JMJD2A Tudor inh, BLM inh, Pol iota inh, G9a inh, PGK inhibitor, Pin1 inh, BAZ2B inh
CCOC(=O)C1CCN(S(=O)(=O)c2ccc3[nH]c(=O)ccc3c2)CC1
 : -2%, 30%, -6%, -1%, 32%[activator], 26%, -4%, 0%, -3%
Cn1nnnc1NCc1ccccc1F
 : -15%, 19%, -6%, -8%, 26%, x, -14%, 2%, 0%
Cn1cnc([N+](=O)[O-])c1S(=O)(=O)c1cccc(Cl)c1
 : 2%, 46%[activator], -20%, -6%, u, 11%[59 µM], -1%, 1%, 0%
Cc1ccsc1/C=C1\CCC(C2CCCC2)C1=O (stereo not given)
 : -2%, 176%[activator], 92%[activator], -5%, 9%, 41%[59 µM], i, 2%, 62%[activator]
CCC(=O)c1ccc(OCC(=O)NCCCN2CCOCC2)cc1
 : 15%, 20%, -8%, x, 30%, x, 2%, -3%, x
COc1ccc(C(C)NC(=O)c2ccccc2)cc1 (stereo not given)
 : 0%, 15%, -9%, 0%, 23%, 16%[59 µM], -7%, -3%, 6%
O=C(c1ccc[nH]c1=S)N1CCN(S(=O)(=O)c2ccc(Br)cc2Cl)CC1
 : -6%, 32%, -10%, -1%, 140%[activator], 8.9µM*, 10%, 0%, -18%
Cc1ccc(-c2nc(S(=O)(=O)c3ccc(F)cc3)c(SCC(=O)NCC3CCCO3)o2)cc1 (stereo not given)
 : -6%, -19%, -19%[57.1 µM], -10%, 14%, 14µM*, -5%, -10%, 1%
CN(CC(=O)Nc1ccc(F)cc1)C(=O)COC(=O)C1=COCCO1
 : 0%, 23%, -3%, x, 25%, 11%[12.7 µM], -4%, -4%, 8%
Cc1cc(C)cc(NC(=O)C2(c3cccs3)CCOCC2)c1
 : 0%&3%, 33%&33%, 2%&-5%, -2%&-3%, 19%&40%, -2%&-11%[59 µM], -5%&7%, 6%&-5%, 5%&-4%
Cc1ccc2[nH]c(=S)cc(C)c2c1
 : -2%, 37%, -14%, 0%, 2%, -24%[59 µM], -11%, 3%, 4%
CC(C(=O)Nc1cccc(C#N)c1)N(C)CCOc1ccccc1 (stereo not given)
 : 10%, 15%, -6%, -5%, 65%[activator], -7%, i, 0%, -3%
O=C(CNC(=O)c1ccccc1Br)N/N=C/c1cc(Br)ccc1O
 : 4%, 31%, -6%, -15%, 21%, 1%, 0%, u, 0%
O=C(O)CN1C(=O)/C(=C/c2ccc(N3CCCCC3)o2)SC1=S
 : 11µM*, u, u, -3%, i, 25µM*, -29%, u, 35µM*
CC1Sc2ccc(S(=O)(=O)CCC(=O)NC(C)c3ccccc3)cc2NC1=O (stereo not given)
 : 12%, 14%, -12%, -1%, u, 2%, -12%, -11%, -6%[57.1 µM]
COc1ccc(S(=O)(=O)c2c(C(=O)c3ccc(C)c(C)c3)cnc3ccc(C)cc23)cc1
 : 1%, 14%, u, -7%, u, -39%[59 µM], -11%, 10%, -26%
Cc1nc2c(sc3nc(N4CCOCC4)c4c(c32)CC(C)(C)OC4)c(-c2ccccc2)c1C(=O)O
 : 3%, 47%[activator], 11%, -6%, 18%, 5%, 2%, 57%[activator], -4%
N#Cc1nc(-c2ccc(F)cc2)oc1NCc1cccc2c1OCO2
 : 2%, 56%, -12%, -11%, -2%, -44%, i, 3%, -22%
CC(C)(C)N1C(=O)[C@H]2[C@@H](c3ccc(Br)cc3)N3C(=O)N(c4cccc(F)c4)C(=O)[C@@]3(Cc3ccccc3)[C@H]2C1=O
 : -12%, 28%, -14%, x, -22%, -4%[2.33 µM], -1%, 7%, 1%
C=C1CCN([C@@H](CC(C)C)C(=O)NCc2cc(OC)c(OC)c(OC)c2)S(=O)(=O)c2ccccc21
 : 1%, 24%, -25%, x, 10%, x, i, 0%, x
COc1ccccc1NC(=O)CN1CCN(CC(=O)Nc2ccccc2Cl)CC1
 : 53%[activator], 11%, -5%, -4%, 38%[activator], -29%[2.33 µM], i, 3%, -3%
COc1ccc(OC)c(N/C(=N/c2nc(C)cc(C)n2)NC(C)=O)c1
 : 3%, 25%, -11%, -2%, -10%, 31%[12.7 µM], -5%, -4%, -16%
COC(=O)c1c(C)sc(-c2c(-c3cccc(Cl)c3)[nH]c3c2c(=O)[nH]c(=O)n3C)c1O
 : 8%, -3%, -30%, -10%, -17%, -7%[59 µM], x, u, u
COc1ccc2[nH]c3c(c2c1)CCN(C(=O)CCC1CCCC1)C3c1ccc(F)cc1 (stereo not given)
 : 6%, 8%, u, -12%, 37%[activator], u, -5%, -4%, u
COc1ccc(C(=O)N2CCN(C(=O)C3COc4ccccc4O3)CC2)cc1 (stereo not given)
 : -17%, 32%, -21%, 4%, u, x, -3%, u, -1%
CCC12CN3CC(CC)(CN(C1)C3c1cc(Br)ccc1OC)C2=O (stereo not given)
 : 3%, 7%, -18%, -1%, 13%, 0%[59 µM], i, -6%, -8%
CCOCCOC(=O)c1ccc(NC(=O)c2cc(OC)c(OC)c(OC)c2Br)cc1
 : -1%, 31%[activator], -7%, -1%, 28%, 41%[59 µM], 14%, 2%, -4%
CCc1c(C#N)c(SCCC(=O)Nc2ccc(F)cc2)nc2c1C(=O)CC(C)(C)C2
 : 16%, 22%, -5%, -14%, 6%, 16%[12.7 µM], -4%, 11%, 0%
COc1cc(S(=O)(=O)NC2CCCCC2)ccc1Cl
 : -12%, 47%, 5%, 0%, 4%, 9%[59 µM], -5%, -13%, -4%
CCOC(=O)c1c(/N=C/C2C(=O)CCCC2=O)sc(C)c1C
 : 13%, 19%, -22%, 0%, 7%, -11%, -3%, 12%, 8%
COC(=O)c1cc(-c2c[nH]c3ccccc23)n[nH]1
 : 12%, -1%, -20%, -3%, -1%, -2%[59 µM], -6%, 0%, -4%
COC(=O)[C@@H]1CCCN1C(=O)c1cc(COc2cccc3cccnc23)on1
 : -12%, 40%[activator], -10%, 0%, 14%, x, i, -6%, -10%
CC1CCCN(CC(O)COc2ccc(S(=O)(=O)N3CCCC3)cc2[N+](=O)[O-])C1 (stereo not given)
 : 3%, 29%, -8%, x, -15%, -5%[12.7 µM], -6%, 0%, 8%
O=C(NCc1cccnc1)/C(=C/c1ccco1)NC(=O)c1ccccc1
 : -1%, 14%, -12%, -2%, 7%, 11%, -8%, -4%, -4%
Cc1ccc(Nc2c(-c3ccc(N4CCOCC4)cc3)nc3ncccn23)cc1C
 : 11%&11%, 12%&49%, -25%&-21%, -5%&3%, 12%&-2%, -50%[59 µM], i, 5%&6%, -20%&-3%
COc1ccc(NC(=O)c2ccc(C)o2)c([N+](=O)[O-])c1
 : 6%, 17%, -16%, 3%, -2%, -9%[59 µM], -11%, 17%, 6%
CC(=O)c1ccc(NC(=O)CN2CCN(c3ccccc3)CC2)cc1
 : 24%, 35%, -18%, 0%, 6%, x, -6%, -6%, -13%
Cc1cccc(OCC(=O)Nc2nnc(S(=O)(=O)N3CCCCC3)s2)c1
 : 17%, 40%[activator], -9%, -2%, 42%[activator], 4%, -8%, 5%, -4%
O=S(=O)(c1ccc(Cl)c(NC(=S)N/N=C/c2ccc(O)cc2)c1)N1CCOCC1
 : 20%, -23%, u, -6%, -7%, 1.4µM*, -3%, 5%, -38%
CC1CCCN(C(=O)COC(=O)Cc2ccc(Cl)cc2)C1 (stereo not given)
 : -10%, 6%, 3%, -5%, 23%, -11%, i, u, 13%
Cc1ccc(NC(=O)CS(=O)(=O)c2cn(C)c3ccccc23)c(C)c1
 : 3%, 33%, -15%, 1%, -10%, 25%[12.7 µM], -2%, -4%, 0%
CCC(Sc1nnc2c3ccccc3n(CC)c2n1)C(=O)Nc1ccc(NC(C)=O)cc1 (stereo not given)
 : -25%, 8%, -13%, -4%, -2%, -46%[59 µM], -2%, 94%[activator], -9%
COc1ccc2c(c1)CCCC21NC(=O)N(CC(N)=O)C1=O (stereo not given)
 : 0%, 25%, -10%, 4%, 28%, 7%[12.7 µM], -1%, -1%, 7%
COCCCNC(=O)Cc1ccc(-n2c(C)nc3cccnc32)cc1
 : -1%, -11%, -31%, 0%, -18%, 4%, -12%, u, 3%
Cc1nc2sc(C(c3ccco3)N3CCN(c4ccccc4)CC3)c(O)n2n1 (stereo not given)
 : 29%, 31%, -26%, 2%, -19%, 45µM*, -2%, 4%, -36%
Clc1ccc(-c2cn3ccccc3n2)cc1
 : 1%, 37%, -8%, 4%, 22%, x, -7%, -9%, 13%[0.457 µM]
CCn1c(SCC(=O)Nc2ccccc2C(=O)OC)nnc1-c1ccoc1C
 : 9%, 3%, -16%, -1%, u, -2%, i, 0%, 3%
COc1ccc(-c2cn3nc(N4CCC(C(=O)NCc5ccc(F)cc5)CC4)sc3n2)cc1
 : 3%, 26%, 0%, -1%, 12%, 6%[59 µM], -1%, 2%, -1%
CC(=O)c1ccc(-c2[nH]c3ccccc3c2CCN2C(=O)c3ccccc3C2=O)cc1
 : 3%, 21%, -21%, x, -5%, x, -1%, 10%, x
COc1ccc(C(=O)NCc2cn3c(C)csc3n2)cc1OC
 : -1%, 13%, -18%, 2%, -2%, u, -8%, -5%, 2%
CC1CC(=O)Nc2ccccc2N1S(=O)(=O)c1ccc(C(F)(F)F)cc1 (stereo not given)
 : 0%, 18%, -10%, -1%, 15%, 20%, 4%, 3%, -2%
CC(NC(=O)Cn1cccc1)c1ccccc1 (stereo not given)
 : 10%, 8%, -13%, -2%, 12%, u, -1%, -2%, -10%
O=C(COC(=O)COc1ccc(Cl)cc1)Nc1ccc(F)c([N+](=O)[O-])c1
 : 0%, 21%, -24%, 2%, 17%, -13%[59 µM], -3%, 23%, u
O=Cc1cn(-c2ccccc2)nc1-c1cc2cc(O)ccc2oc1=O
 : -14%, 44%[activator], -13%, -7%, 22µM*, 19%[12.7 µM], -8%, 123%, u
